PPARg SRC-3 ag: agonists of human PPARgamma SRC-3 coactivator recruitment; AID 731; P37231; 200,000 compounds, 0.26% hits; activation, % at 8 µM; biochemical PPARgamma/SRC-3 coactivator recruitment assay; in the data active means activation above about 23%;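 further: 0% = DMSO and 100% = reference agonist; some compounds past the cut are filed as inactive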
Target sequence (P37231 whole entry, looked up): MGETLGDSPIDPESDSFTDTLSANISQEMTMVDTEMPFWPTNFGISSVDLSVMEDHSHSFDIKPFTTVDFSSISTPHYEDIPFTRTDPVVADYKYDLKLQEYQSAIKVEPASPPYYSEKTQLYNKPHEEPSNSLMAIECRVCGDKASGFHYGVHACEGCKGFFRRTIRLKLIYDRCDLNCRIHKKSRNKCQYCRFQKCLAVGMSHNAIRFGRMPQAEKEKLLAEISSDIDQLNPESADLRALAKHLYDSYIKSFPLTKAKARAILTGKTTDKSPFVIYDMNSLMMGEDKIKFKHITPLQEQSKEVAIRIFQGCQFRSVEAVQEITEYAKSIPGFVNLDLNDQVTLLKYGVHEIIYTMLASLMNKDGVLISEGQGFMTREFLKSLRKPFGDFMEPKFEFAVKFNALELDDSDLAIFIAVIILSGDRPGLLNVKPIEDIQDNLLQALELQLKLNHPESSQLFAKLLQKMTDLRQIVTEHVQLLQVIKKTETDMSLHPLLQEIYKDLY
PPARg SRC-2 ag: agonists of SRC-2 recruitment by human PPARgamma; activation, % at 8 µM; AID 1032; 200,000 compounds, 0.34% hits; PPARgamma LBD-SRC-2 recruitment, biochemical; P37231; in the data active means activation above about 22%;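 further: 0% = vehicle and 100% = reference agonist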
SRC2 TRFRET art: counter-screen for PPARgamma SRC-2 recruitment agonists: TR-FRET artefact. active compounds read high. TR-FRET ratio at 8 µM. 200,000 compounds, 0.4% hits; in the data active means TR-FRET ratio above about 2000; further: inactives centre near 1500
PPARg SRC1 recr: promotes SRC-1 coactivator recruitment by human PPARgamma. 200,000 compounds, 0.41% hits. P37231. activation, % at 8 µM. AID 631. PPARgamma-SRC-1 coactivator recruitment biochemical assay; in the data active means activation above about 19%;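 further: 0% = DMSO and 100% = reference agonist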
ROMK mod: modulates human ROMK potassium channel activity | P48048 | Tet-inducible ROMK, thallium flux fluorescence; actives lie on both sides | B-score at 10 µM | 130,000 compounds, 2% hits | AID 1918;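 active means signal ratio slope over the read window, or its plate-corrected B-score, at least 3 SD from the plate mean, either direction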;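 further: B-score of the F/F0 ratio slope over 7 to 12 s after thallium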
Target sequence (P48048 whole entry, looked up): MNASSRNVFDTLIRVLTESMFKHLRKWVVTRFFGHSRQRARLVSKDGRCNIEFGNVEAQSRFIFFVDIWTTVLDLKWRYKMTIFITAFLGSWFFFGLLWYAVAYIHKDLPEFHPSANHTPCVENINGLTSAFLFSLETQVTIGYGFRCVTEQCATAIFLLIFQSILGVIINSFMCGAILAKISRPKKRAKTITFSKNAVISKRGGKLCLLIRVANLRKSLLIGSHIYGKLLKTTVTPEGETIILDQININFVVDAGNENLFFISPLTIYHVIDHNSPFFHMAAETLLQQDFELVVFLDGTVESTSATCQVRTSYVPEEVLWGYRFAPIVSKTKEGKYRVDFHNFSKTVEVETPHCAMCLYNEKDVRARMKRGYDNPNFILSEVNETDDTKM
bIAP act: increases bovine intestinal alkaline phosphatase activity; 200,000 compounds, 0.17% hits; purified bovine IAP, CDP-star luminescence, 30 min; active compounds read high; fold of DMSO-control signal, blank-subtracted; activation factor at 20 µM;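 active means activation factor of 2 or more at 20 µM, a signal rise over negative controls twice the positive control's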
TNAP act hi DEA: increases human TNAP activity under high phosphate acceptor concentration. purified TNAP, CDP-star luminescence, 1 M DEA, 30 min; active compounds read high; 0 = EDTA background, 1 = DMSO-only activity. 200,000 tested, under 10 active. P05186. activation factor at 20 µM;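 active means activation factor at least 2 at 20 µM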
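Dosing: 20 µM single point. System: human TNAP. Amount: TNAP 1/800 final. Incubation: 30 min, room temperature. Read-out: TNAP activation factor scaled between EDTA and DMSO control wells. Signal: luminescence from CDP-star hydrolysis. Medium: 1 M DEA, pH 9.8, Mg2+, Zn2+. Control set: EDTA negative control, DMSO positive control.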
bIAP inh: blocks bovine intestinal alkaline phosphatase activity; purified bovine IAP, CDP-star luminescence, 30 min; inhibition, % at 20 µM; 190,000 tested, under 10 active;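 active means over 50% inhibition of intestinal alkaline phosphatase at 20 µM in the single-dose screen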
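Assay system – bovine IAP enzyme · Quantity – bovine IAP at 1/65,000,000 final dilution · Detection – CDP-star luminescence signal · Times – 30 min reaction at room temperature · Also added – CDP-star substrate at 30 µM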
STAT1 inh: reduces IFN-gamma driven STAT1 reporter signal; NIH 3T3 STAT1-luciferase reporter, luminescence; inhibition, % at 5.5 µM; 200,000 compounds, 0.35% hits; AID 920;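 active means inhibition above a set limit, the mean inhibition across all tested compounds plus 3 SD, cut at about 34% in these data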;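 further: 0% = IFN-gamma with DMSO and 100% = IFN-gamma with 300 µM nifuroxazide; values of inactives mirror those of a sister screen read the other way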
STAT3 inh: inhibitors of IL-6 induced STAT3 signaling. AID 862. 190,000 compounds, 0.89% hits. U3A cells, IL-6 STAT3-luciferase reporter, luminescence; host cell line lacks STAT1. inhibition, % at 5.5 µM;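 active means inhibition above the mean inhibition across all screened compounds plus 3 SD, cut at about 44% in these data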;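 further: 0% = DMSO only wells and 100% = 100 µM nifuroxazide control wells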
STAT3 act: increases IL-6 driven STAT3 reporter signal. U3A cells, IL-6 STAT3-luciferase reporter, luminescence; 100% = signal with IL-6 EC80 alone. activation (% of control), % at 5.6 µM. 190,000 compounds, 0.91% hits;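 active means activation above the screen-wide mean of compound activation plus 3 SD, cut at about 130% in these data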;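 further: 0% = background luminescence of wells with medium and substrate only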
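System – human U3A cells carrying STAT3-luciferase construct · Probe or stimulus – Interleukin-6, 33 ng/mL · Schedule – compound 1 h, then IL-6 6 h at 37 °C · Signal – luminescence from STAT3-driven luciferase reporter · Evaluation – percent of IL-6-only median luminescence · Benchmarks – IL-6-only high control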
* = called active by the depositor; nt = not tested or not shown. Hits appear at their usual frequency; any-hit rate near 3.7%.

SMILES	PPARg SRC-3 ag	PPARg SRC-2 ag	SRC2 TRFRET art	PPARg SRC1 recr	ROMK mod	bIAP act	TNAP act hi DEA	bIAP inh	STAT1 inh	STAT3 inh	STAT3 act
O=C(NC1(C(F)(F)F)C(=O)Nc2c1c(=O)[nH]c(=O)n2Cc1ccco1)C1CCCCC1 (centres undefined)	2	5	1536	-1	-0.43	0.9	1.1	9	-3	-4	103
Cc1cc([N+](=O)[O-])ccc1NCc1ccco1	1	3	1334	-6	-0.98	0.9	1	15	5	11	95
CCc1nc2oc3ccccc3c(=O)c2c(=O)n1Cc1ccc(OC)cc1	-2	-1	1315	-5	-0.98	0.8	1	20	18	-22	124
O=C(CNC(=S)N(Cc1ccccc1F)C1CCCCC1)NCCN1CCOCC1	-3	2	1481	-2	0.25	1.3	1.1	-28	-10	-1	103
CCC(CC)C(=O)NCCc1cc2c(C)ccc(C)c2[nH]c1=O	7	6	1531	0	nt	0.9	1	5	-8	nt	nt
Cc1cc(=O)c2ccc3ccccc3c2[nH]1	2	3	1442	8	0.21	0.9	1.1	6	1	-4	108
Cc1cc(-c2ccccc2)[nH]c(=O)c1S(=O)(=O)c1ccccc1	1	-2	1571	-5	nt	1	1	1	-1	-30	130
O=C(N/N=C/c1ccccc1OC(=O)c1ccc2c(c1)OCO2)c1ccccc1	0	-11	1509	-4	0.9	0.7	1	28	-7	-8	105
Cc1cc(C(=O)OCC(=O)NC(C)c2ccccc2)c(C)o1 (centres undefined)	0	0	1578	2	-0.0053	1.1	1	-13	4	5	100
O=C(Nc1cccnc1)c1ccc(F)cc1	-1	16	1622	-2	0.34	0.9	1	8	0	17	87
Cc1onc(-c2ccccc2)c1C(=O)Nc1nnc(-c2ccncc2)s1	-1	4	1509	3	nt	0.9	1	5	8	2	100
C=CCNC(=O)NC(=O)CSc1nc2cc([N+](=O)[O-])ccc2n1-c1cccc(C(F)(F)F)c1	3	7	1538	-1	-0.32	1	1	3	2	6	98
CCCOC(=O)C1C2C=CC3(CN(c4ccc(Cl)c(F)c4)C(=O)C13)O2 (centres undefined)	3	1	1586	14	nt	0.9	1	12	-4	5	95
CCN1CCCC1Cn1cnc2c([nH]c3ccc(C)cc32)c1=O (centres undefined)	-1	2	1647	0	-0.22	1	1.1	3	-7	0	102
O=C(NCc1ccco1)C(=O)c1cn(CC(=O)N2CCCCC2)c2ccccc12	1	3	1348	0	nt	1	1	4	-2	5	98
Nn1c(SC/C=C/c2ccccc2)nnc1-c1ccco1	0	-2	1333	-6	nt	0.9	1.1	8	5	-1	100
COc1ccc(-n2c(-c3ccccc3)cc3c2CCCC3=O)cc1	8	10	1504	5	nt	1	1	3	13	10	98
Cn1c(=O)c2ncn(CC(=O)NCCOc3ccc(C(C)(C)C)cc3)c2n(C)c1=O	4	10	1562	-1	nt	0.9	1	7	-1	0	104
COCC(C)NS(=O)(=O)c1ccc(OC)cc1 (centres undefined)	-5	2	1497	12	0.56	0.9	1.1	7	13	2	101
Cc1c(-c2nc(N)nc(Nc3ccccc3F)n2)oc2ccccc12	-4	-1	1532	2	-0.013	0.9	1.1	8	-105	-12	113
CCN(CC)S(=O)(=O)c1cccc(-c2nnc(SCC(N)=O)n2C)c1	0	-3	1492	0	0.11	0.9	1	8	-9	1	107
Cc1oc(-c2ccccc2)cc1C(=O)Nc1cccc(/C=C/C(=O)O)c1	-2	5	1561	-5	1.2	0.9	1.1	7	-9	1	102
O=C(CN1CCN(c2ccc(F)cc2)CC1)N1CCOCC1	-1	-6	1632	-1	nt	0.9	1	8	-5	9	95
COc1cc(NC(=O)C/C(C)=N/NC(=O)C(OC)c2ccccc2)c(OC)cc1Cl (centres undefined)	4	-3	1512	-7	-0.3	1	1	4	-9	-7	104
CSc1ccc(Cl)c(C(=O)OCC(=O)NCc2ccco2)c1	-10	-5	1556	-3	-0.06	0.9	1	7	-5	-1	105
COc1cc(OC)c(C2=NOC(C(=O)N3CCCc4ccccc43)C2)cc1Cl (centres undefined)	-6	2	1415	4	-1.1	1.1	1.1	-7	-1	28	80
CC1=C(C(=O)OC2CCCCCC2)C(c2ccc(C)o2)C2=C(CCCC2=O)N1 (centres undefined)	-1	-1	1603	-7	-1.2	0.9	1.1	9	-2	-8	110
O=C(CSCc1c(Cl)cccc1Cl)NCC1CCCO1 (centres undefined)	3	-4	1488	-1	nt	1	1	1	0	1	103
CC1(C)C2CCC(C2)C1(C)NC(=O)CNCc1cccs1 (centres undefined)	-1	9	1660	0	-0.77	1.1	1	-9	8	0	104
Cc1ccc(Cl)c(Nc2ccccc2C(=O)O)c1Cl	1	1	1530	0	nt	0.9	1	12	-4	3	100
COc1cc(/C=C(\C#N)c2ccccn2)ccc1OCc1ccc(Cl)cc1	-3	8	1611	11	nt	1.1	1	-5	14	1	95
CCOCCCNC(=O)Cn1cc2c(n1)CCCC2	3	9	1735	3	nt	0.9	1	5	6	5	96
CCN(CC)c1nc(N)nc(NS(=O)(=O)c2ccc(Cl)cc2)n1	12	1	1522	-2	nt	1.1	1.1	-6	-4	5	101
COc1ccccc1-n1cc(CN2CCN(C3CCCC3)C(CCO)C2)cn1 (centres undefined)	6	3	1502	1	-0.0038	1.1	1.1	-11	-7	1	103
Cc1ccc(C)c(NC(=O)CCC(=O)NNC(=S)Nc2ccccc2)c1	-1	12	1510	-6	-0.79	1.5	1	-47	3	11	95
CN(NC(=O)c1ccc(Cl)cc1)c1nc(-c2ccccc2)nnc1C(F)(F)F	6	0	1554	2	nt	0.9	1	5	3	6	100
COc1ccc(O)c(C(c2c(C)[nH][nH]c2=O)c2c(C)[nH][nH]c2=O)c1	4	1	1414	3	-0.16	1	1.1	1	-11	2	102
NC(=O)c1ccsc1NC(=O)CSc1ccccc1F	-2	0	1473	-3	nt	0.8	1	25	-12	1	104
Cc1nc(SCc2ccc(F)cc2)c([N+](=O)[O-])[nH]1	2	12	1620	6	1.1	1	0.9	-5	4	0	100
Cc1nc(NCC2CCCO2)nc2c1C(=O)CC(C)C2 (centres undefined)	3	-3	1755	5	nt	1	1	1	-4	-1	105
O=C(CCN1CCCCC1)N=Nc1c(O)[nH]c2ccccc12	1	13	1501	9	0.46	1.1	1	-5	6	11	92
Nn1cc(-c2ccccc2)nc1SCC(=O)N1CCN(S(=O)(=O)c2ccc(Cl)cc2)CC1	-1	4	1619	6	nt	1	1	4	-6	-2	107
O=c1c(-c2cc3ccccc3o2)[n+]([O-])c2ccccc2n1OCc1ccccn1	2	2	1597	2	nt	1	1	2	-46	-28	128
CC1CCCCN1S(=O)(=O)c1ccc(C(=O)Nc2nnc(-c3cccs3)o2)cc1 (centres undefined)	1	-1	1450	-3	nt	0.9	1	10	4	9	96
CCC(=O)Nc1ccc(S(=O)(=O)NCCc2ccccc2)cc1	-9	-2	1310	-1	-1.7	0.7	1.1	26	1	5	99
CCC(C)(C)c1ccc(Oc2ccc(NC(=O)COC(=O)C3=COCCO3)cc2)cc1	2	-1	1401	-4	nt	1.8	1.1	-78	4	27	82
O=C(Nc1ccc(Cl)cc1Cl)C1CCC(=O)N1Cc1ccccc1Cl (centres undefined)	-5	14	1679	7	nt	1	1	-1	3	6	100
Clc1ccc(CSc2nnc3ccccn23)c(Cl)c1	-5	-9	1556	-3	nt	0.9	1	5	-31	16	86
CCOC(=O)c1sc(NC(=O)CSc2nnnn2-c2ccccc2)nc1C	1	8	1690	9	nt	0.9	1.1	9	-1	-3	112
CC(=O)N/C(=C\c1cccc([N+](=O)[O-])c1)C(=O)NC1CCCCC1	7	-2	1813	0	0.031	0.9	1	8	-8	-7	104
COc1ccc(C(=O)c2ccc(Cl)c([N+](=O)[O-])c2)cc1	2	5	1585	6	-0.9	0.9	1	8	4	-1	103
Cc1cc(C)n(C(=O)CCC(=O)Nc2ccc(C)c(C)c2)n1	0	4	1418	-10	-0.29	0.9	1.1	12	-1	-6	105
Cc1cc2c(cc1C)-c1c(ssc1=Nc1ccc(S(N)(=O)=O)cc1)C(C)(C)N2	3	-5	1360	5	-0.61	0.7	1	29	-15	3	109
CC(C)NS(=O)(=O)c1cccc2nsnc12	3	3	1521	5	nt	0.9	1.1	12	-3	7	102
CCOC(=O)C1=C(Nc2ccccc2)CC(C)(O)C(C(=O)OCC)C1c1ccc(Br)cc1 (centres undefined)	-4	-9	1540	4	0.56	0.9	1	12	-2	-4	101
Cc1[nH]c2ccccc2c1C(c1ccncc1)N1CCN(c2ccccc2F)CC1 (centres undefined)	-1	5	1595	9	0.0079	0.9	1	6	5	-4	101
Cc1nc(-c2ccc(Br)cc2)ccc1C(=O)O	0	-3	1536	4	nt	1	1.1	2	2	18	87
COC(=O)c1cc(Br)ccc1NC(=O)Nc1ccc(C)cc1	-1	-5	1472	-3	nt	nt	nt	nt	24	13	92
CC1(C)Nc2ccccc2N(Cc2ccc([N+](=O)[O-])cc2)C1=O	-4	0	1455	-3	-0.14	1.1	1.1	-6	-3	-1	100
CC(=O)c1c(C)[nH]c(C(=O)NCc2ccccc2)c1C	7	-4	1574	2	nt	1	1	0	-6	19	87
Oc1c(N=NC(=S)Nc2ccccc2F)c2ccccc2n1Cc1ccccc1	1	-9	1647	6	0.17	0.8	0.8	25	-6	1	101
COc1ccccc1/C=C/C(=O)NC(=S)NCC1CCCO1 (centres undefined)	6	9	1604	5	1	0.8	1.1	20	8	10	92
O=C(CSc1ccsc1[N+](=O)[O-])Nc1cc(F)ccc1F	1	-7	1609	10	0.096	1.2	1	-22	3	-10	110

One compound at a time (already shown). Order of screens: PPARg SRC-3 ag	PPARg SRC-2 ag	SRC2 TRFRET art	PPARg SRC1 recr	ROMK mod	bIAP act	TNAP act hi DEA	bIAP inh	STAT1 inh	STAT3 inh	STAT3 act
`CC(C)NS(=O)(=O)c1cccc2nsnc12` across the screens: 3	3	1521	5	nt	0.9	1.1	12	-3	7	102
`Cc1cc(C)n(C(=O)CCC(=O)Nc2ccc(C)c(C)c2)n1` across the screens: 0	4	1418	-10	-0.29	0.9	1.1	12	-1	-6	105
`Cc1cc2c(cc1C)-c1c(ssc1=Nc1ccc(S(N)(=O)=O)cc1)C(C)(C)N2` across the screens: 3	-5	1360	5	-0.61	0.7	1	29	-15	3	109
`CC1(C)Nc2ccccc2N(Cc2ccc([N+](=O)[O-])cc2)C1=O` across the screens: -4	0	1455	-3	-0.14	1.1	1.1	-6	-3	-1	100
`CC(=O)N/C(=C\c1cccc([N+](=O)[O-])c1)C(=O)NC1CCCCC1` across the screens: 7	-2	1813	0	0.031	0.9	1	8	-8	-7	104

Source: PubChem BioAssay (several laboratories)
